Assay outcomes: PubChem, The Scripps Research Institute Molecular Screening Center
ASAP1 GAP inh – inhibitors of human ASAP1 ArfGAP activity, primary screen, biochemical, fluorescence polarization. AID 624377, 2012. Arf-GAP with SH3 domain, ANK repeat and PH domain-containing protein 1 (Homo sapiens), …. ASAP1-stimulated ARF1 GTP hydrolysis, GDP FP detection. inhibition, % at 16.5 µM. 360,000 tested, 0.19% active; in the data active = inhibition above about 25%;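 also: 0% = vehicle with enzyme and substrate and 100% = no enzyme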
proKLK7 act – proKLK7 zymogen activators, primary screen, biochemical, fluorescence intensity. Kallikrein-7 (Homo sapiens), P49862. purified proKLK7, EDANS-DABCYL substrate fluorescence; 100% is mature enzyme control, 0% vehicle. activation, % at 7 µM. 370,000 tested, 0.9% active. AID 652039, 2013;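 active = activation above the mean of all tested compounds plus 3 SD, computed per campaign excluding outliers beyond control limits, cut at about 13% in these data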
Target sequence (P49862 whole entry, looked up): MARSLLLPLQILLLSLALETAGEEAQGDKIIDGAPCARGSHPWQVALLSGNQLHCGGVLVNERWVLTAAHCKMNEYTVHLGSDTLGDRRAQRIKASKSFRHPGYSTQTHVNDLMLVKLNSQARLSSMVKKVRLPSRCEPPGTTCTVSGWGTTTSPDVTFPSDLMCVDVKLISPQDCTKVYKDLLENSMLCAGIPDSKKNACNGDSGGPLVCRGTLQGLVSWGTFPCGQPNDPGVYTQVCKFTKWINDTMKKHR
PLC-gamma1 inh – PLC-gamma1 enzyme inhibitors, primary screen, biochemical, fluorescence, purified enzyme; 1-phosphatidylinositol 4,5-bisphosphate phosphodiesterase gamma-1 (Homo sapiens), P19174; fluorogenic substrate; inhibition, % at 12.2 µM; 370,000 tested, 0.84% active; AID 720700, 2013; in the data active = inhibition above about 9.5%
ADAM17 inh – ADAM17 inhibitors, primary screen, biochemical, QFRET; Disintegrin and metalloproteinase domain-containing protein 17 (Homo sapiens), P78536; recombinant ADAM17, EDANS/DABCYL FRET peptide cleavage; inhibition, % at 6.95 µM; 370,000 tested, 0.83% active; AID 720648, 2013;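 active = inhibition above the mean of compounds lying between control limits plus 3 SD, set per campaign, cut at about 8.5% in these data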;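 also: 0% = DMSO-only wells as the low control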
PLCb3 inh – human PLC-beta3 inhibitors, primary screen, biochemical, fluorescence; inhibition, % at 12.2 µM; AID 720704, 2013; 370,000 tested, 0.18% active; 1-phosphatidylinositol 4,5-bisphosphate phosphodiesterase beta-3 (Homo sapiens), Q01970; Purified PLC-beta3, fluorogenic substrate; in the data active = inhibition above about 11%;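 also: 0% = median of compound wells on plate and 100% = full blocker control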
UHRF1 binding – UHRF1 methylated DNA binding inhibitors, primary screen, counter-screen for MBD2 inhibitor project, biochemical, TR-FRET, human UHRF1, single concentration. 370,000 tested, 0.75% active. UHRF1 binding to methylated oligo. inhibition, % at 4.4 µM. E3 ubiquitin-protein ligase UHRF1 (Homo sapiens), Q96T88; in the data active = inhibition above about 21%;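 also: UHRF1 SRA domain binding a hemimethylated CpG hairpin DNA probe; 0% = median of test compound wells and 100% = reference inhibitor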
Target sequence (Q96T88 whole entry, looked up, the tested form may be a part): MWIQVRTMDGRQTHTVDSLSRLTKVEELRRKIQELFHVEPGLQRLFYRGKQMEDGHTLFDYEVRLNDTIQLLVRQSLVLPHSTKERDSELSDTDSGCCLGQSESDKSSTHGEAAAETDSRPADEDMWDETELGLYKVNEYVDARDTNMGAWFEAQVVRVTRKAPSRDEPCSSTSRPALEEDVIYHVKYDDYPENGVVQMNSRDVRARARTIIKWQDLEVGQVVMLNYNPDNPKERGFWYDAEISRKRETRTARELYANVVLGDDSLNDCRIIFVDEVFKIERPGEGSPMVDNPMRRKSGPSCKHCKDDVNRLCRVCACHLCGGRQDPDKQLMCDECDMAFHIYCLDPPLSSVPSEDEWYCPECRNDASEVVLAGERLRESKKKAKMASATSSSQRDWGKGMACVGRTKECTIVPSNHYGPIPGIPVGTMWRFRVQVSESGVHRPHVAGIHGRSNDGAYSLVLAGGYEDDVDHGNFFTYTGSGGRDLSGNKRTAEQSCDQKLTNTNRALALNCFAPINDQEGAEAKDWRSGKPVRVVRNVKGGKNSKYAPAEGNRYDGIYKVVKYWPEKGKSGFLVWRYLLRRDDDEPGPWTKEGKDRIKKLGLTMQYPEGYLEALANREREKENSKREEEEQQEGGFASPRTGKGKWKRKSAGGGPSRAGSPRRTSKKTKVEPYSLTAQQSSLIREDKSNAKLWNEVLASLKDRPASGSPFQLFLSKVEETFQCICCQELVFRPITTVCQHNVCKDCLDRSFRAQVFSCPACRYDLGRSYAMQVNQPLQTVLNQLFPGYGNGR
ARFGAP1 inh – inhibitors of rat ARFGAP1 GAP activity, primary screen, biochemical, fluorescence polarization, GDP tracer; ADP-ribosylation factor GTPase-activating protein 1 (Rattus norvegicus), Q62848; Arfgap1-stimulated ARF1 GTP hydrolysis, GDP FP detection; inhibition, % at 16.5 µM; 360,000 tested, 0.26% active; AID 651572, 2012;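 active = inhibition above a per-plate limit, mean inhibition of low control wells plus 3 SD, cut at about 25% in these data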;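 also: 0% = DMSO wells with enzyme and 100% = wells lacking Arfgap1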
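system = rat Arfgap1 catalytic domain, aa 1-136 | technique = FP, GDP Alexa 633 tracer displaced from anti-GDP antibody, 620/688 nm | compound = one concentration, 16.5 µM, DMSO 1.26% | medium = HEPES-based buffer, pH 7.5 | timing = compound-enzyme preincubation 20 min, reaction 120 min, detection 60 min, 25 °C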
Tn7 DDE FP – inhibitors of Tn7 peptide binding to fibrin DD(E), primary screen, biochemical, fluorescence polarization, human fibrin, Tn7 probe; 370,000 tested, 0.13% active; FP displacement of FITC-Tn7 peptide from fibrin DD(E); 0% = median of compound wells per plate; inhibition, % at 8.3 µM; AID 720508, 2013; Fibrinogen beta chain (Homo sapiens), P02675;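 active = inhibition above the mean of compounds falling within the control limits plus 3 SD of them, cut at about 14% in these data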;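 also: 0% = plate median of compound wells and 100% = 10 µM Aha-Tn7 peptide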
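Assay system: human fibrin DD(E) protein / Input: 2 µM fibrin DD(E) / Benchmarks: high control of 10 µM Aha-Tn7 peptide / Measured by: fluorescence polarization of the labelled Tn7 tracer / Medium: Tris buffer with calcium and detergent, pH 7.8 / Timing: 10 min compound pre-incubation, 3 h probe incubation at room temperature / Repeats: one replicate per compound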
DDE Tn6 FP inh – inhibitors of Tn6 peptide binding to fibrin DD(E), primary screen, biochemical, fluorescence polarization, human fibrin, Tn6 probe | Fibrinogen beta chain (Homo sapiens), P02675 | Fibrin DD(E) TRITC-Tn6 fluorescence polarization displacement | inhibition, % at 8.3 µM | 370,000 tested, 0.21% active;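 active = inhibition above a per-campaign cutoff: mean of compounds within control limits plus 3 SD, cut at about 15% in these data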;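 also: 0% = median of all compound wells on the plate and 100% = blocking peptide control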
MBD2 inh – inhibitors of MBD2 binding to methylated DNA, primary screen, biochemical, TR-FRET, DNA-binding domain, human; inhibition, % at 4.4 µM; 370,000 tested, 0.31% active; MBD2 binding to methylated oligonucleotide; Methyl-CpG-binding domain protein 2 (Homo sapiens), Q9UBB5; AID 686964, 2013; in the data active = inhibition above about 13%
* hit, by the source's call; & = joins results of further samples.

SMILES | ASAP1 GAP inh | proKLK7 act | PLC-gamma1 inh | ADAM17 inh | PLCb3 inh | UHRF1 binding | ARFGAP1 inh | Tn7 DDE FP | DDE Tn6 FP inh | MBD2 inh
O=C(NCC(c1ccco1)N1CCCCC1)c1cnc(Cl)c(Cl)c1 (stereo unspecified) | -6 | 0.4 | 2 | -2 | -6 | 0 | 3 | 1 | -14 | -5
CCC1(c2ccc(F)cc2)NC(=O)N(CC(=O)Nc2cccc(S(=O)(=O)N3CCCC3)c2)C1=O (stereo unspecified) | 2 | -0.1 | 3 | 0 | -8 | 1 | -2 | 3 | 6 | 2
O=C(/C=C/c1cc([N+](=O)[O-])ccc1OC(F)F)Nc1cccc2ccccc12 | 9 | -1.2 | 2 | -1 | 1 | 1 | 17 | -7 | 4 | -1
O=C(CSCc1ccccc1)N1CCN(c2ccccc2)CC1 | -1 | 0.9 | 1 | 0 | 1 | 2 | 4 | 4 | 6 | 1
O=C(COC(=O)c1cnccn1)c1cccc([N+](=O)[O-])c1 | -2 | -0.6 | 1 | -1 | -6 | -1 | -8 | 6 | 5 | -1
CN(C)CCCN(C(=O)c1ccc(S(=O)(=O)N2CCCC2)cc1)c1nc2c(F)cc(F)cc2s1 | -3 | 0.0 | 0 | -3 | 2 | 0 | 7 | 5 | 10 | 2
CCOc1ccc2[nH]c(=O)c(CN(CCCN3CCOCC3)C(=O)Nc3ccc(F)cc3)cc2c1 | -5 | 0.1 | 4 | -3 | -4 | 0 | 8 | 2 | 0 | -1
COc1cc(OC)cc(C(=O)OCC(=O)NC2CCCCCCC2)c1 | 14 | -1.0 | 6 | -5 | -1 | 2 | 8 | 3 | 2 | 6
COc1ccc(Nc2cc(Sc3ccc(OC)cc3)ncn2)cc1 | 0 | 0.6 | -53 | -3 | -44 | -5 | -1 | 1 | -3 | -5
CCOCCCNC(=O)c1c[nH]c2cc(OC)ccc2c1=O | -12 | 0.4 | -1 | -5 | -6 | 1 | -6 | 6 | -4 | 0
CC(C(=O)NN)n1nnc(N2CCOCC2)n1 (stereo unspecified) | 13 | -0.6 | 2 | -5 | -7 | 5 | 16 | -1 | 1 | 10
CCn1c(SCc2nc3ccccc3[nH]2)nnc1-c1ccncc1 | 13 | -0.3 | -39 | -9 | -47 | -1 | -5 | 6 | -4 | -3
COCC(=O)OCC(=O)N1N=C(c2ccc(Cl)cc2)CC1c1ccco1 (stereo unspecified) | 3 | -0.4 | 4 | -3 | -2 | 3 | -14 | -5 | -6 | 2
O=S(=O)(c1ccc(Cl)nc1)N1CCOCC1 | 5 | 0.1 | 7 | -5 | -12 | 1 | -4 | 0 | -1 | 6
O=C(CC1SC(=NCc2ccccc2)NC1=O)Nc1ccccc1 (stereo unspecified) | 2 | -0.4 | 0 | 0 | 1 | -1 | -2 | -2 | 2 | -2
CCOC(=O)/C(=N\Nc1cc(Cl)ccc1Cl)N1CCN(CC)CC1 | -3 | -0.3 | -1 | 2 | 0 | -4 | 2 | -6 | -2 | -4
O=C(Nc1ccc(NC(=O)c2ccccc2Cl)nc1)c1ccco1 | 2 | 1.0 | -1 | 0 | -3 | -1 | -13 | 2 | -8 | -1
COc1ccc(NC(=O)N(C)C[C@H]2Oc3ccc(NS(=O)(=O)c4ccc(OC)cc4)cc3C(=O)N([C@H](C)CO)C[C@@H]2C)cc1 | 8 | -0.1 | 6 | 0 | 0 | 3 | 3 | -3 | 7 | 5
Cc1ccc(S(=O)(=O)Nc2ccccc2F)cc1C(=O)NNC(=O)c1ccccc1O | -6 | -0.6 | -1 | -8 | -9 | 2 | 5 | 7 | 1 | 3
CCCn1nnnc1NCc1cccc(OC)c1OC | -2 | -0.1 | 1 | -1 | -4 | 5 | -1 | -5 | 1 | -2
Cc1ccc(NS(=O)(=O)c2ccc(C)c(C(=O)N3CCOCC3)c2)cc1 | -6 | 0.1 | 3 | -4 | -4 | 0 | -1 | 10 | -1 | 3
O=C(c1ccccc1)c1ccc(OCC(O)CN2CCN(Cc3ccccc3)CC2)cc1 (stereo unspecified) | -6 | -0.4 | -2 | -6 | 0 | 2 | 2 | 11 | 3 | 1
COCCCNC(=O)Cn1nc(-c2ccc(C)cc2)ccc1=O | -3 | 0.4 | -3 | -10 | -4 | 0 | 3 | 1 | -4 | -4
C/C(=N\Nc1cccc(Cl)c1)C1(C)N(O)C(C)(C)C(c2ccco2)=[N+]1[O-] (stereo unspecified) | 3 | 0.6 | -11 | -8 | -18 | -1 | -1 | -3 | -6 | 2
CCCCC1=CC2=C(c3ccco3)C(=O)C(C)(OC(=O)c3ccc(OC)cc3)C(=O)C2=CN1C1CC1 (stereo unspecified) | 7 | 2.5 | -163 | -2 | -209 | -2 | 6 | 0 | 12 | -3
New compounds follow.
SMILES | ASAP1 GAP inh | proKLK7 act | PLC-gamma1 inh | ADAM17 inh | PLCb3 inh | UHRF1 binding | ARFGAP1 inh | Tn7 DDE FP | DDE Tn6 FP inh | MBD2 inh
CC(C)(C)c1ccc(OCC(=O)N2CCCCCC2)c(Br)c1 | -3 | 0.4 | -1 | -5 | -1 | -1 | -8 | 10 | 7 | 1
O=C(N/N=C/c1ccco1)c1cccc(S(=O)(=O)Nc2ccccc2Cl)c1 | -6 | -0.7 | -5 | 3 | -3 | 2 | 16 | -7 | 3 | 0
COc1ccc(OC)c(S(=O)(=O)N2CCC(C(=O)N3CCOCC3)CC2)c1 | 4 | 0.6 | -2 | 1 | 5 | 0 | 2 | -8 | -2 | 3
CCn1c(-c2csc3c2CCCC3)n[nH]c1=S | 0 | -0.2 | 6 | -6 | -3 | 3 | 7 | 6 | -4 | 7
O=C(NCc1ccc2c(c1)OCO2)c1cccnc1 | -6 | 0.7 | 1 | -3 | 2 | 2 | 6 | -6 | 0 | -1
COC(=O)CCC(=O)Nc1ccc(S(=O)(=O)Nc2nc(C)cc(C)n2)cc1 | -5 | 0.1 | 3 | 0 | -4 | 1 | 18 | 3 | -13 | 3
Cn1c(SCC(=O)Nc2cccc(F)c2)nc2c([nH]c3ccccc32)c1=O | 15 | -0.6 | 0 | -2 | 2 | 7 | 1 | 0 | -4 | 7
C/C(=C\c1ccccc1)CN1CCN(c2ccccc2)CC1 | -1 | 0.3 | 4 | 5 | 2 | -2 | 6 | 1 | -10 | -7
N#C/C(=C\c1ccc(O)cc1)C(=O)N1CCCC1 | -8 | -0.8 | 1 | -3 | -8 | 21* | 0 | 2 | -8 | 8
Cn1c(Cc2cccs2)nnc1SCC(=O)Nc1ccccc1F | -2 | 0.0 | -2 | -3 | -11 | -3 | -2 | -1 | 3 | -1
O=C(COC(=O)C12CC3CC(CC(C3)C1)C2)Nc1nc2c(F)c(F)c(F)cc2s1 | -11 | 0.0 | 4 | -2 | -38 | 0 | -6 | 1 | -7 | -1
O=C(C1=C[C@@H](c2ccc(Br)cc2)C[C@@H](OCCCCO)O1)N1CCN(Cc2ccccc2)CC1 | -6 | -0.2 | 8 | 8.8* | -4 | 3 | 7 | -7 | 2 | -7
CNc1nc(OCC(F)(F)F)nc(OCC(F)(F)F)n1 | 3 | -0.5 | -3 | -7 | -6 | -1 | 11 | 5 | -2 | 5
COc1ccc([N+](=O)[O-])cc1NC(=O)CC1SC(=Nc2cccc(C)c2C)N(/N=C/c2cccc(OC)c2OC)C1=O (stereo unspecified) | 8&0 | -0.6&-0.8 | 5&-2 | -2&-1 | 3&-2 | 2&-2 | 2&-4 | -5&5 | -2&3 | 2&-4
CCN(CC(=O)Nc1c(F)cccc1F)C(=O)C1CCCN(C(=O)c2ccc(Cl)cc2)C1 (stereo unspecified) | 11 | -0.1 | 4 | -3 | -9 | -1 | -8 | -7 | 1 | -6
COC(=O)[C@]12CCCCC=C1N(Cc1ccccc1)C(=O)[C@H](CC(=O)NCCC(C)C)C2 | -6 | 0.8 | -1 | -4 | 3 | 2 | 5 | -2 | -2 | -2
COc1ccc(NC(=O)c2nc[nH]c2C(=O)N2CCC(C)CC2)cc1 | 2 | 0.5 | 0 | -1 | 2 | 4 | -8 | -3 | -3 | 2
CC(C)C(=O)N1CCN(c2ccc(NC(=O)c3ccc([N+](=O)[O-])o3)cc2Cl)CC1 | -3 | -0.1 | 0 | -3 | -4 | -2 | -1 | -1 | 1 | -6
COc1cc(NC(=O)CC[C@H]2O[C@@H](n3cnc4c(NC(=O)c5ccccc5)ncnc43)[C@H](O)[C@@H]2O)cc(OC)c1OC | 3 | -0.6 | -2 | -3 | 0 | -2 | 7 | -6 | 2 | -7
COCCN=C1Sc2nc3c(C)cccc3cc2CN1Cc1ccco1 | -2 | 2.5 | -44 | -27 | -48 | -1 | -3 | -1 | 2 | 1
C=CCn1c(NCCO)nc2sc3c(c2c1=O)CCC3 | -3 | -0.1 | -118 | -146 | -140 | 3 | 0 | 0 | -7 | 0
CCN1/C(=C2\C(=O)N(C)C(=S)N2C)C=Cc2cc(C)ccc21 | 9 | -0.2 | -10 | -13 | -6 | -15 | 15 | 9 | 3 | -12
COc1ccc2c(c1)c(=O)c(C(=O)c1ccccc1)cn2Cc1ccc(C)cc1 | 10 | 1.1 | -7 | 5 | -10 | 0 | 5 | -9 | 7 | -6
COC(CNC(=O)c1ccc2c(c1)ncn2-c1ccc(F)c(F)c1)OC | -18 | -0.4 | -2 | -4 | -1 | -3 | -12 | 4 | 0 | 2
Cc1ccc(C(=O)Nc2cccc(C(=O)N/N=C/c3ccc(F)cc3)c2)cc1 | 5 | -1.4 | 5 | -1 | -2 | 0 | 10 | 2 | -2 | -3

Copied from the list.
COc1cc(NC(=O)CC[C@H]2O[C@@H](n3cnc4c(NC(=O)c5ccccc5)ncnc43)[C@H](O)[C@@H]2O)cc(OC)c1OC – MBD2 inh: -7
Cn1c(Cc2cccs2)nnc1SCC(=O)Nc1ccccc1F – ADAM17 inh: -3
COC(=O)CCC(=O)Nc1ccc(S(=O)(=O)Nc2nc(C)cc(C)n2)cc1 – UHRF1 binding: 1
